# Assay outcomes (PubChem BioAssay)
# GLS inhibitor = qHTS for Inhibitors of Glutaminase (GLS) | Glutaminase kidney isoform, mitochondrial (Homo sapiens), O94925 | GLS enzymatic activity, qHTS titration | 410,000 tested, 0.21% active | Potency, µM (doses to about 45.5 µM), inactives show top-dose activity change, negative = inhibition, usual class: inhibitors | AID 624170, 2012; note: potency is the fitted concentration of half-maximal effect; % is set by controls: 0 for no effect and ±100 for the full control effect
#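 Glutamate formation by hKGA was monitored fluorometrically using coupled glutamate oxidase, HRP and Amplex Red. Substrate was added as 1 mM L-glutamine solution; incubation was 30 min at RT after an initial read.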
# G9a block = qHTS Assay for Inhibitors of Histone Lysine Methyltransferase G9a; Histone-lysine N-methyltransferase EHMT2 (Homo sapiens), Q96KQ7; G9a H3K9 monomethylation, AlphaScreen, 2 h; Potency, µM (doses to about 102 µM), inactives show at the top dose activity, negative = inhibition, most hits filed as inhibitors; 350,000 tested, 8.8% active; AID 504332, 2011; note: potency is the fitted concentration of half-maximal effect; % is set by controls: 0 for no effect and ±100 for the full control effect; nearly all actives have a fitted effect of over 75% in size
#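 G9a (20 nM) preincubated 15 min RT with compounds, then 500 nM biotinylated H3K9 peptide and 20 uM SAM added; 2 h RT reaction. Monomethyl-H3K9 product detected by AlphaScreen with anti-H3K9me1 antibody, streptavidin donor and anti-rabbit IgG acceptor beads.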
# Pin1 inh = qHTS Assay to Find Inhibitors of Pin1 | Peptidyl-prolyl cis-trans isomerase NIMA-interacting 1 (Homo sapiens), Q13526 | Pin1 FP peptide displacement, HiFluor488, 10 min | Potency, µM (doses to about 115 µM), inactives show at the top dose activity, negative = inhibition, usual class: inhibitors | 390,000 tested, 0.009% active | AID 504891, 2011; active = well fitted inhibition curve with a large enough effect in the polarisation, with a control signal flat, not every such curve was filed as active; inconclusive = small, poorly fitted or top-dose-only effect, or effect the other way, or a change in a side signal; inactive = no such curve, though single readings can be large or run the other way; the % refers to the polarisation; note: potency is the fitted concentration of half-maximal effect; % is set by controls: 0 for no effect and ±100 for the full control effect
# Target sequence (Q13526 whole entry, looked up): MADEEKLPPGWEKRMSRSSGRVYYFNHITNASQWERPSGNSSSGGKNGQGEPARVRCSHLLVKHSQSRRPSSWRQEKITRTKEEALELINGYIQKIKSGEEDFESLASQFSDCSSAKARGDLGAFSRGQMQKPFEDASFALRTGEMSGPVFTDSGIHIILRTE
# BAZ2B block = qHTS Assay for Inhibitors of BAZ2B. AlphaScreen BAZ2B-H3K14Ac peptide displacement. Potency, µM (series often up to 114 µM), inactives show at the top dose activity change, negative = inhibition, actives largely listed as inhibitors. 360,000 tested, 4.4% active; note: potency is the fitted concentration of half-maximal effect; % is set by controls: 0 for no effect and ±100 for the full control effect; nearly all actives have a fitted effect of over 60% in size
#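 BAZ2B (50 nM) with biotin-H3(5-23)K14Ac peptide (50 nM) in PBS pH 7.4, 0.01% Tween-20, preformed 30 min, then compound 30 min at room temperature; top concentration 110uM. AlphaScreen streptavidin donor/nickel chelate acceptor beads (10 ug/mL final), 20 min dark, signal read.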
# ERG-DNA inh = qHTS for Small Molecule Inhibitors of the ERG Ets/DNA interaction; Transcriptional regulator ERG (Homo sapiens), P11308; fluorescence polarization, His-ERG Ets domain / labelled DNA; Potency, µM (series often up to 76.9 µM), for the others: top-dose FP activity, negative = inhibition, hits mostly inhibitors; 370,000 tested, 0.028% active; AID 624246, 2012; active = well fitted inhibition curve with a large enough effect in the polarisation, with a control signal flat; inconclusive = small, poorly fitted or top-dose-only effect, or effect the other way, or a change in a side signal; inactive = no such curve, though single readings can be large or run the other way; the % refers to the polarisation;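 note: polarization taken with two DNA probes labelled with fluorescein and Texas red; potency is the fitted concentration of half-maximal effect; % of control where 0% means no effect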
# Target sequence (P11308 whole entry, looked up, the tested form may be a part): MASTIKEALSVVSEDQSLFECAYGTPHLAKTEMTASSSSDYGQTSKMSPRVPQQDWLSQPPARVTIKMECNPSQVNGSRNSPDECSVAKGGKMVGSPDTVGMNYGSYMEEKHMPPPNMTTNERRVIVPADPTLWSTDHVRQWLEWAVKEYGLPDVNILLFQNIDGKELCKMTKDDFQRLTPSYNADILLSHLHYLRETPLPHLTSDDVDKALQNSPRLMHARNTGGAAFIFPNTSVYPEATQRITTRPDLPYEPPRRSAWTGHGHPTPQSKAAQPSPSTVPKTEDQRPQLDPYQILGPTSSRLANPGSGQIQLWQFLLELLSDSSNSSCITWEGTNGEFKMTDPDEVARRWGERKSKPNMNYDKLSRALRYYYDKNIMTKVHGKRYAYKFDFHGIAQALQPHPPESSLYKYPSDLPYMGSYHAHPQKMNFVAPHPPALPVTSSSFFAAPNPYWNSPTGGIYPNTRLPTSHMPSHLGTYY
#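 His-tagged ERG Ets domain (1 uM in the protein solution; 300mM KCl, 50mM Tris-HCl, 1mM EDTA, 1mM DTT, pH 7.5) received compound, then a probe mix of 5 nM fluorescein-DNA and 100nM Texas-615-DNA. Fluorescence polarization was read for both dyes.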
# JMJD2A Tudor = qHTS Assay for Inhibitors of JMJD2A-Tudor Domain; Lysine-specific demethylase 4A (Homo sapiens), O75164; AlphaScreen JMJD2A-Tudor / H3K4me3 peptide binding; Potency, µM (highest dose often 114 µM), without a hit: at the highest dose activity change, negative = inhibition, hits mostly inhibitors; 390,000 tested, 4.4% active; AID 504339, 2011; note: potency is the fitted concentration of half-maximal effect; % is set by controls: 0 for no effect and ±100 for the full control effect; nearly all actives have a fitted effect of over 50% in size
# HP1b chromo inh = HTS for Inhibitors of HP1-beta Chromodomain Interactions with Methylated Histone Tails. Chromobox protein homolog 1 (Homo sapiens), P83916. AlphaScreen HP1-beta / biotin-H3K9me3 peptide binding. Potency, µM (series often up to 114 µM), for inactives: at the highest dose activity change, negative = inhibition, usual class: inhibitors. 390,000 tested, 0.56% active. AID 540317, 2011; note: potency is the fitted concentration of half-maximal effect; nearly all actives have a fitted effect of over 70% in size; inactives centre near 23
# Target sequence (P83916 whole entry, looked up): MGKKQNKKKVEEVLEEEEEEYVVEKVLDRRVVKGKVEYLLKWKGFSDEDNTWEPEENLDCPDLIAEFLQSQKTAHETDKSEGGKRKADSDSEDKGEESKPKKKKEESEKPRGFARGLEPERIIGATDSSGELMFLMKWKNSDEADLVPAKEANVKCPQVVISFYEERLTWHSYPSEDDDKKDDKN
#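 Compound inhibition of the preformed complex between 50 nM HP1-beta and 50 nM biotinylated H3K9me3 peptide was read by AlphaScreen. Buffer was PBS pH 7.4 with 0.01% Tween-20. Incubations ran 30 min at room temperature, with 10 ug/mL donor/acceptor beads.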
# PI4K2A block = qHTS for small molecular inhibitors of PI4K2A | Phosphatidylinositol 4-kinase type 2-alpha (Homo sapiens), Q9BTU6 | purified PI4K2A, ADP-Glo luminescence, 1 h; stronger effect = lower value | activity change, negative = inhibition, % at 76.9 µM | 420,000 tested, 0.13% active; in the data active = activity change below about -50%; inconclusive = mostly about -30% to -49%;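 note: -100% = wells without enzyme as full effect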
#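 Compounds are screened against recombinant PI4K2A using PI as substrate and ATP, the latter dispensed at 300 microM. Reactions run one hour at ambient temperature before ADP-Glo detection; full inhibition defined by wells lacking enzyme.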
# PGK inhibitor = qHTS Assay to Find Inhibitors of Phosphoglycerate Kinase; PGK/GAPDH coupled, Kinase-Glo luminescence, 60 min; Potency, µM (titrated, usually from 57.5 µM), for the others: top-dose activity change, negative = inhibition, actives largely listed as inhibitors; 380,000 tested, 0.043% active; note: potency is the fitted concentration of half-maximal effect; % is set by controls: 0 for no effect and ±100 for the full control effect; nearly all actives have a fitted effect of over 60% in size
#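 Recombinant glycosomal PGK reaction used 1,3-bisphosphoglycerate generated in-well by GAPDH (100nM final) in 100mM TEA pH 7.6, 5mM MgCl2, 0.01% Tween-20. After 60 minutes at room temperature, ATP was read by Kinase-Glo Plus luminescence end-point.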
# Numbers without * were called inactive; i = inactive; ? = inconclusive; · = not tested or not shown; & = joins results of further samples; [ ] = remark or other dose. Unless noted, calls come from the whole dose curve; as a rule, active = well fitted curve in the direction sought with a large enough effect; inconclusive = small, poorly fitted or top-dose-only effect, or another doubt; inactive = no such curve, though single readings can be large; an effect the other way counts as inactive or inconclusive.
SMILES,GLS inhibitor,G9a block,Pin1 inh,BAZ2B block,ERG-DNA inh,JMJD2A Tudor,HP1b chromo inh,PI4K2A block,PGK inhibitor
Cc1ccc(C(C(=O)NCc2ccccc2)N(Cc2cccs2)C(=O)c2ccc3c(c2)OCCO3)cc1 (stereo unspecified),0%,14%[59 µM],17%,-3%,-2%,-29%,35%,5,6%
c1ccc(-c2nc3ccccc3[nH]2)cc1,11%,-3%[12.7 µM],-3%,3%,20%,-8%,35%,-8,-8%
CCN(C(=O)CSc1nnc(CNc2cccc(OC)c2)n1C1CCCCC1)C1CCS(=O)(=O)C1 (stereo unspecified),6%,34%,-10%,0%,8%,-17%,15%,-5,0%
Nc1ncnc2c1ncn2[C@@H]1O[C@H](CNC(=O)[C@@H](N)CO)[C@@H](O)[C@H]1O,-1%,·,-7%,·,-12%,-7%,34%,-16,3%
CSc1nc2c(cc1C#N)CCC2,6%,?,1%,1%,4%,9%,27%,3,11%
Cc1ccc(CON=C2CCN(c3ncc(C(F)(F)F)cc3Cl)CC2)cc1,-8%,204%[activator],-9%,85%[activator],5%,93%[activator],121%[activator],-8,-12%
Cc1csc(=O)n1CC(=O)OCC(=O)c1c(N)n(C)c(=O)n(C)c1=O,-2%,-8%,-10%,7%,5%,-3%,13%,-4,0%
O=c1ccc(-c2ccccc2)nn1Cc1ccc(Cl)cc1,-3%,·,-1%,·,-12%,26%,78%[activator],-1,-2%
COc1ccc(OC)c(NC(=O)c2ccc(NC3=NC4CS(=O)(=O)CC4S3)cc2)c1 (stereo unspecified),1%,4%,2%,-15%,-11%,-11%,42%,2,-11%
Cc1ccccc1CSCC(=O)Nc1c(C)n(C)n(-c2ccccc2)c1=O,0%,-1%[59 µM],1%,-1%,8%,-5%,39%[activator],-3,-5%
CC(=O)c1nc2ccccc2n1S(=O)(=O)c1ccc(C)cc1,1%,?,8%,?,2%,-9%,18%,-1,i
Cc1cccc(NC(=O)c2ccc(C(=O)c3ccccc3)o2)c1,-3%,-4%,3%,-12%,-7%,-2%,9%,-3,-11%
O=C(NCc1cccc(Cl)c1)c1ccc2c(c1)OCCO2,?,·,-25%,-4%,1%,0%,21%,1,3%
CCOC(=O)N1CCN(C(=O)CSc2nnc(Cc3cccn3C)n2CCc2ccccc2)CC1,-3%,?,2%,-38%,1%,-28%,-1%,-4,-9%
COc1cccc(NC(=O)Cn2cc(C(=O)c3ccc(F)cc3)c(=O)c3cc(OC)ccc32)c1,-3%,6%[59 µM],0%,2%,-22%,-15%,44%[activator],-11,-10%
COc1ccc2c3c1OC1CC(O)C=CC31CCN(C)C2 (stereo unspecified),8%&4%,12%,-10%&-1%,2%&-13%,3%&7%,-18%&-11%,26%&18%,0&-2,-1%
Cc1ccc2c(c1)C(=O)CC(c1ccccc1)S2 (stereo unspecified),5%,·,5%,·,-6%,186%[activator],77%[activator][57 µM],-7,3%
O=C(Nc1cccnc1)c1noc2c1CCCC2,-3%,-3%[12.7 µM],-7%,8%,-12%,0%,30%,-2,-4%
O=C(O)C1CCCN(S(=O)(=O)c2cccc3cccnc23)C1 (stereo unspecified),-1%,5%[59 µM],-3%,-6%,0%,1%,57%[activator],2,i
NC(=O)c1ccc(NC(=O)COC(=O)CCc2ccc(S(=O)(=O)N3CCCCC3)cc2)cc1,-2%,?,9%,3%,-11%,-9%,47%[activator],3,-9%
N#Cc1c(-c2ccco2)nc(NCC2CCCO2)[nH]c1=O (stereo unspecified),6%,6%[12.7 µM],-4%,4%,-6%,-1%,25%,0,-2%
CC(C)CCNC(=O)c1ccc2c(c1)N(Cc1ccccc1F)C(=O)c1ccccc1S2(=O)=O,-12%,0%[59 µM],8%,-4%,2%,-22%,17%,3,0%
CCN(CC)c1ccc(NC(=O)Nc2cccc(C(C)=O)c2)cc1,60%[activator],1.8µM*,8%,32µM*,3%,35µM*,-69%,1,-5%
O=c1cc(C(Cl)(Cl)Cl)oc2c1ccc1ccccc12,0%,2%[12.7 µM],-2%,1%,2%,-19%,9%,-3,-3%
CCNc1nc(NC(C)C)nc(N(C#N)CCOc2ccccc2)n1,-1%,13µM*,4%,13%,2%,-9%,56%[activator],1,-1%
NC(=O)N/N=C1\c2ccccc2-c2c(C(N)=O)cccc21,1%,7%,-3%,-6%,-6%,-9%,12%,109,-8%
Cc1ccccc1OCC(=O)Nc1ccc2c(c1)OCCO2,3%,0%[12.7 µM],3%,7%,7%,-7%,35%,2,-8%
Cn1ccc(C(=O)Nc2ccc(Br)cc2Br)n1,10%,3%[59 µM],-4%,-22%,-18%,-8%,5%,-7,-9%
COc1cc(/C=N/O)c(Br)cc1OCC(=O)Nc1ccccc1C,-3%,-12%[59 µM],6%,16%,·,-3%,24%,-4,-2%
COc1ccccc1-c1nc(NC(C)=O)n[nH]1,7%,-50%[59 µM],2%,2%,2%,-11%,35%,-6,-8%
COc1cc(/C=C/C(=O)Nc2ccc(OC)c(S(=O)(=O)N3CCOCC3)c2)ccc1OCC#N,1%,·,6%,·,5%,-21%,-2%,-4,3%
Cn1c(=O)c2c(nc(N3CCOCC3)n2C)n(C)c1=O,-5%,?,-2%,-1%,-3%,-9%,45%[activator],6,1%
N#Cc1cc2c(=O)n3ccccc3nc2n(-c2nnc(SCc3ccccc3F)s2)c1=O,2%,-3%[59 µM],-1%,0%,-2%,-11%,33%[activator],-2,·
CC(=O)Nc1ccc(CN2CCC(Oc3ccc(C(=O)N4CCCC4)cc3)CC2)cc1,-12%,35%,-8%,-5%,-23%,-3%,30%,-3,-2%
CC(=O)N1CCN(S(=O)(=O)c2cccc(C(=O)N(C)Cc3ccc(C)o3)c2)CC1,0%,?,-8%,1%,4%,-24%,8%,-1,-10%
CCc1cc2c3c(c1)C(C)CC(C)(C)N3C(=O)/C2=C1\SC(=O)NC1=O (stereo unspecified),0%,25µM*,-2%,?,3%,50µM*,?,-1,-3%
CC1=NN(C(N)=S)C(C)(C)C1,2%,·,3%,-6%,-1%,-10%,43%[activator],-11,i
CCOC(=O)c1ccc(S(=O)(=O)NNC(=O)COc2cccc(C)c2)cc1,16%,-19%[59 µM],0%,-1%,2%,7%[57.1 µM],41%[activator],-3,-5%
C[C@@]12CCC=C[C@H]1[C@H](c1ccc(/C=C/c3ccccc3)cc1F)N(Cc1ccccc1)C2=O,2%,?,18%,-1%,-18%,-24%,9%,1,i
O=S(=O)(Nc1nc2ccccc2s1)c1cc(F)ccc1F,7%,5%,-4%,-14%,-10%,-17%,22%,1,2%
Cc1nn(CC(=O)O)c(C)c1N,-1%,7%[59 µM],3%,4%,-5%,2%,19%,6,-7%
COCCN1C(=O)c2oc3cc(C)cc(C)c3c(=O)c2C1c1cccc(O)c1 (stereo unspecified),0%,-8%[59 µM],-9%,-4%,-1%,-23%,0%,3,·
Cc1ccc(S(=O)(=O)N2C(=O)CCC2C(=O)O/N=C(\N)c2ccc([N+](=O)[O-])cc2)cc1 (stereo unspecified),-7%,-3%,-2%,-24%,5%,-18%,16%,-2,-10%
O=C1N=C(N2CCCCC2)S/C1=C\c1ccc(Br)cc1,-10%,·,4%,9%,6%,-4%,56%[activator],0,-6%
O=C(COC(=O)CCC(=O)c1ccc(Cl)cc1)NC1CC1,-5%,?,-5%,2%,-1%,-13%,28%,0,-7%
Cc1ccc(OC(=O)CCC(=O)Nc2ccc(Br)cc2)cc1,-7%,5%[59 µM],9%,5%,2%,-4%,27%,0,0%
O=C1/C(=C/c2ccccc2)Nc2ccccc21,-3%,21%[0.501 µM],?,-6%,14%,-7%,36%[activator],0,i
Cc1cccc2cc(/C=N/NC(=O)[C@H]3C[C@@H]3c3ccccc3)c(Cl)nc12,0%,32%[12.7 µM],8%,1%,22%,-13%,28%,0,1%
COc1ccc(C2=NS(=O)(=O)N(C)C(C(=O)N3C(C)CCCC3C)=C2)cc1 (stereo unspecified),6%,·,-1%,-2%,-7%,-20%,9%,2,i
COc1ccccc1CNC(=O)N[C@@H](Cc1ccccc1)C(=O)O,4%,-4%[59 µM],-2%,9%,-4%,-6%,11%,17,5%
Cc1cnc(=O)[nH]c1SCc1ccc([N+](=O)[O-])cc1,-2%,63µM*,3%,?,-13%,-29%,12%,4,i
CCOc1ccccc1N1CC(c2nc3ccccc3n2CCCOc2ccccc2)CC1=O (stereo unspecified),14%,-1%[59 µM],7%,-20%,3%,-20%,37%,0,21%
